TR SRC2 fluor cs: Total Fluorescence Counterscreen for Inhibitors of the Interaction of Thyroid Hormone Receptor and Steroid Receptor Coregulator 2; TRb/SRC2 Texas Red total fluorescence interference; Potency, µM (top dose mostly 106 µM), for the others: at the highest dose fluorescence change, negative = quenching; actives 0.29% (n = 280,000); active = well fitted curve in either direction with a large enough effect; inconclusive = small, poorly fitted or top-dose-only effect; also: % is scaled to controls: 0 for no effect and ±100 for the full control effect
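Flags fluorescent or light-absorbing compounds by total fluorescence, S + 2P, at 555 nm excitation and 632 nm emission. Mixture: 20 nM Texas Red SRC2 peptide, 0.6 uM human TRb LBD, 1 uM T3, 5% DMSO; compound exposure 5 h at ambient temperature.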
LMNA splice mod: qHTS Assay for Modulators of Lamin A Splicing; HeLa LMNA splicing GFP/RFP minigene ratio, 48 h; Potency, µM (titrated, usually from 46.1 µM), inactives show at the highest dose ratio change, negative = inhibition, hits mostly inhibitors; actives 0.01% (n = 200,000); AID 1487, 2009; active = well fitted inhibition curve with a large enough effect in the signal ratio, with a control signal flat, not every such curve was filed as active; inconclusive = small, poorly fitted or top-dose-only effect, or effect the other way, or a change in a side signal; the % refers to the signal ratio; also: % is scaled to controls: 0 for no effect and ±100 for the full control effect
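S3 HeLa cells stably expressing lamin A-EGFP splicing minigene plus DsRed2, 600 cells/well, 48 h compound exposure at 37C. Laser-scanning cytometry; analysed as GFP (500-530 nm)/RFP (575-640 nm) total intensity ratio; 0.5% DMSO vehicle.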
SMN2 splice enh: qHTS Assay for Enhancers of SMN2 Splice Variant Expression; HEK293 SMN2-luciferase splicing reporter, luminescence, 30-36 h; Potency, µM (highest dose often 46.1 µM), for inactives: top-dose activity change, positive = activation, most hits filed as activators; actives 2.8% (n = 210,000); AID 1458, 2008; also: % of control where 0% means no effect; nearly all actives have a fitted effect of over 55% in size
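HEK293 cells carry an SMN2 minigene-luciferase reporter in which exon 7 inclusion puts luciferase in frame. Cells were seeded at 2000 cells/well, attached for 10-12 hours, then exposed to compounds for 30-36 hours at 37C before ONE-Glo luminescence.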
JMJD2E inh: qHTS Assay for Inhibitors of Human Jumonji Domain Containing 2E (JMJD2E). actives 1.6% (n = 230,000). JMJD2E catalytic domain, FDH-coupled NADH fluorescence (FDH is formaldehyde dehydrogenase). Lysine-specific demethylase 4E (Homo sapiens), B2RXH2. Potency, µM (doses to about 57.1 µM), without a hit: top-dose activity change, negative = inhibition, most hits filed as inhibitors; active = well fitted inhibition curve with a large enough effect, not every such curve was filed as active; inconclusive = small, poorly fitted or top-dose-only effect, or another doubt; inactive = no such curve, though single readings can be large or run the other way;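 also: 0% = wells with enzyme and -100% = buffer wells without enzyme; nearly all actives have a fitted effect of over 50% in size; many of its hits are not listed in these tables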
ALDH1A1 inh: qHTS Assay for Inhibitors of Aldehyde Dehydrogenase 1 (ALDH1A1). Potency, µM (doses to about 75.3 µM), for inactives: top-dose activity, negative = inhibition, actives largely listed as inhibitors. actives 7.3% (n = 220,000). Purified ALDH1A1, NADH fluorescence, propionaldehyde substrate. AID 1030, 2008; active = well fitted inhibition curve with a large enough effect, not every such curve was filed as active; inconclusive = small, poorly fitted or top-dose-only effect, or another doubt; inactive = no such curve, though single readings can be large or run the other way;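 also: plate controls were no enzyme wells and a reference inhibitor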
TRb SRC2 PPI: qHTS for Inhibitors of the Interaction of Thyroid Hormone Receptor and Steroid Receptor Coregulator 2; Thyroid hormone receptor beta (Homo sapiens), P10828; TRbeta-SRC2 peptide binding, fluorescence polarization; receptor liganded with 1 µM T3; Potency, µM (series often up to 106 µM), for the others: at the highest dose activity change, negative = inhibition, actives largely listed as inhibitors; actives 0.065% (n = 280,000); AID 1469, 2008;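 also: plate controls were bound peptide for no effect and peptide without receptor for full effect; nearly all actives have a fitted effect of over 50% in size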
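Decrease in fluorescence polarization of 20 nM Texas Red SRC2 coactivator peptide flagged inhibition of its binding to 0.6 uM TRb LBD; 1 uM T3 included, incubation 5 hr, ex 555/em 632 nm.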
RGS12 GoLoco inh: qHTS Assay for Inhibitors of RGS12 GoLoco Motif Activity (Red Fluorophore) | Gai1:RGS12 GoLoco peptide FP, rhodamine, 10 min | Potency, µM (series often up to 61.6 µM), for inactives: at the highest dose activity, negative = inhibition, hits mostly inhibitors | actives 0.44% (n = 230,000) | AID 880, 2007; active = well fitted inhibition curve with a large enough effect, not every such curve was filed as active; inactive = no such curve, though single readings can be large or run the other way; also: % is scaled to controls: 0 for no effect and ±100 for the full control effect; nearly all actives have a fitted effect of over 30% in size; many of its hits are not listed in these tables
Target sequence (P63096 whole entry, looked up): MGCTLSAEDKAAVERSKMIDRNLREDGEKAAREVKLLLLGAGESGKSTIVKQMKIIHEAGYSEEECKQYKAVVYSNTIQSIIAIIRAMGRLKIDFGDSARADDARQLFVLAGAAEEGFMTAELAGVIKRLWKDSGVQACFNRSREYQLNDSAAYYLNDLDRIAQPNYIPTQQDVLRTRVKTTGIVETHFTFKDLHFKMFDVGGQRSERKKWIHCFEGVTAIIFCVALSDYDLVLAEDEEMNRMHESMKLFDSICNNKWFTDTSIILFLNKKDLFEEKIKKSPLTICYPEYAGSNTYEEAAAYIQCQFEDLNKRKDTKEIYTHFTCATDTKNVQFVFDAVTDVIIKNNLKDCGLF
RECQ1 helicase: qHTS Assay for Inhibitors of RecQ-Like Dna Helicase 1 (RECQ1). RECQ1 DNA unwinding, red fluorescence kinetic read. AID 2549, 2010. actives 0.54% (n = 240,000). Potency, µM (top dose mostly 57.3 µM), without a hit: at the highest dose activity, negative = inhibition, most hits filed as inhibitors. ATP-dependent DNA helicase Q1 (Homo sapiens), P46063;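 also: plate controls were vehicle for no effect and no enzyme for full effect; nearly all actives have a fitted effect of over 30% in size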
Target sequence (P46063 whole entry, looked up): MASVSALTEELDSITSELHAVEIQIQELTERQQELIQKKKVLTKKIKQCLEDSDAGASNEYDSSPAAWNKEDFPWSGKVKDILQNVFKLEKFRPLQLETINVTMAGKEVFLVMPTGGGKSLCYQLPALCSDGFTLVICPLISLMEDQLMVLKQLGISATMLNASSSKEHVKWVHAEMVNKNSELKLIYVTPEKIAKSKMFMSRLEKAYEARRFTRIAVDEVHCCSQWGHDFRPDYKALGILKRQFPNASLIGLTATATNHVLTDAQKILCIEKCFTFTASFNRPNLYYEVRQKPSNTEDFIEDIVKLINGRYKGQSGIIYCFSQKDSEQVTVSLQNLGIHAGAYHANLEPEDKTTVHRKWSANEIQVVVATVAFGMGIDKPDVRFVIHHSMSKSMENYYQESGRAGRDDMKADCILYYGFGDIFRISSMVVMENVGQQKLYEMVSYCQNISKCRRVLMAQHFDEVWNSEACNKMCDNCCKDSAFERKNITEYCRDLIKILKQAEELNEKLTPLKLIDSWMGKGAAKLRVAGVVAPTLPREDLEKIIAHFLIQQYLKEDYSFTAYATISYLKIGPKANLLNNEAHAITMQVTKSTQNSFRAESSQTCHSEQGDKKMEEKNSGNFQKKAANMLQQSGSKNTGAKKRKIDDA
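50 nM RECQ1T1 preincubated 15 min with compound in Tris pH 8.0 buffer with MgCl2, DTT, Tween-20 and 2.5 ug/ml poly(dI-dC); started with 200 nM TAMRA/BHQ-2 forked duplex and 2 mM ATP. Unwinding read as fluorescence (525/598 nm), two reads 2 h apart.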
An asterisk follows results filed as active; i = inactive; u = inconclusive; x = no result given; [ ] = dose if it differs, or a comment. Unless noted, calls follow the shape of the dose curve; as a rule, active = well fitted curve in the direction sought with a large enough effect; inconclusive = small, poorly fitted or top-dose-only effect, or another doubt; inactive = no such curve, though single readings can be large; an effect the other way counts as inactive or inconclusive. Potency is read from the fitted curve at half-maximal effect.

SMILES	TR SRC2 fluor cs	LMNA splice mod	SMN2 splice enh	JMJD2E inh	ALDH1A1 inh	TRb SRC2 PPI	RGS12 GoLoco inh	RECQ1 helicase
CCC[C@@H]1O[C@@H]2C[C@@H]3[C@H]4CCC5=CC(=O)C=C[C@@]5(C)[C@H]4[C@H](O)C[C@@]3(C)[C@@]2(C(=O)CO)O1	2%	10%	6%[20.6 µM]	-8%[25.5 µM]	-2%[20.9 µM]	6%	2%[21.6 µM]	-4%[25.9 µM]
OCC1(Cc2cccc(C(F)(F)F)c2)CCN(Cc2cc3ccccc3o2)CC1	0%[53 µM]	3%[46 µM]	x	0%	8%	7%[53 µM]	-3%	4%
COc1ccc(S(=O)(=O)Cc2ccccc2)cc1N	-2%	-5%	3%	5%	7%	0%	-1%	-4%
COc1ccc(Cn2nnnc2CN(CCCN2CCOCC2)Cc2cc3cc(OC)ccc3[nH]c2=O)cc1	-1%	u	x	u	u	4%	-70%	-5%
CCOCCCNCc1cc(Cl)cc(Cl)c1OCC	-4%	x	-5%	-9%	3%	-5%	7%	i
COCCNC(=O)c1c(N)sc2c1CCCC2	4%	6%	u	u	u	u	84%[activator]	i
O=C(Cn1cnc2cc([N+](=O)[O-])ccc2c1=O)Nc1cccc(S(=O)(=O)N2CCOCC2)c1	-2%	x	1%	u	-1%	-13%	12%	-16%
CCOC(=O)c1cnc2c(-c3ccccc3)c(C)nn2c1N	-1%	16%	-19%	u	u	-5%	-6%	-4%
COc1ccc2nc(SCC(=O)NN)cc(C)c2c1	-1%	-21%	-10%	3%	13µM*	-4%	11%	-6%
CCOC(=O)c1nn(-c2ccc(F)cc2)c(=O)c2c(N)scc12	2%[53 µM]	x	x	-8%	15%	2%[53 µM]	33%[activator]	-12%
CCN1CCN(Cc2cc(=O)oc3cc(C)cc(C)c23)CC1	1%	-5%	0%	7%	-3%	-2%	-13%	-2%
N#Cc1cnn(Cc2ccccc2)c1N	-2%	-3%	-9%	7%	11%	2%	7%	i
CSc1ccccc1C(=O)NCCc1ccc(S(=O)(=O)N2CCCCC2)cc1	-5%	-5%	-2%	3%	-14%	-1%	6%	-8%
Clc1ccc(-c2ccc(CNCC3CCCO3)o2)cc1 (stereo not given)	-1%	x	x	5%	x	5%	-4%	-2%
O=C(CSc1ncnc2c1cnn2-c1ccccc1Cl)N1CCN(C(=O)c2ccco2)CC1	1%	u	x	1%	u	6%	x	-8%

Some entries already given with just ALDH1A1 inh, LMNA splice mod and TR SRC2 fluor cs:
Molecule	ALDH1A1 inh	LMNA splice mod	TR SRC2 fluor cs
CCN1CCN(Cc2cc(=O)oc3cc(C)cc(C)c23)CC1	-3%	-5%	1%
O=C(Cn1cnc2cc([N+](=O)[O-])ccc2c1=O)Nc1cccc(S(=O)(=O)N2CCOCC2)c1	-1%	x	-2%
CCC[C@@H]1O[C@@H]2C[C@@H]3[C@H]4CCC5=CC(=O)C=C[C@@]5(C)[C@H]4[C@H](O)C[C@@]3(C)[C@@]2(C(=O)CO)O1	-2%[20.9 µM]	10%	2%
Clc1ccc(-c2ccc(CNCC3CCCO3)o2)cc1 (stereo not given)	x	x	-1%

Later entries.
SMILES	TR SRC2 fluor cs	LMNA splice mod	SMN2 splice enh	JMJD2E inh	ALDH1A1 inh	TRb SRC2 PPI	RGS12 GoLoco inh	RECQ1 helicase
COc1ccccc1C(=O)Nc1ccc(C)cc1C(=O)c1ccccc1	-3%	-12%	-7%	2%	-14%	-22%	7%	-18%
O=c1c2ccccc2c(-c2ccccc2)nn1Cc1ccccc1	3%	-1%	4%	-8%	u	0%	-9%	-15%
CCOCCCNC(=O)C1CCN(S(=O)(=O)c2ccc(C)cc2)CC1	-2%	-8%	6%	-1%	-1%	-2%	-5%	-4%
CN(C)C(=O)N1CCC(C(=O)NCc2ccc(F)cc2Cl)CC1	-2%	-1%	27%	4%	-1%	6%	-4%	-1%
Cc1cc(C)c(C(=O)CSc2nnc(C)s2)c(C)c1	1%	x	-14%	6%	u	7%	79%[activator]	24%
Cc1cc(S(=O)(=O)Nc2ccc3c(c2)n(C)c(=O)n3C)ccc1F	-1%	u	-35%[inhibitor]	10%	9%	4%	-8%	i
O=C(Cn1ncc2c(=O)oc3ccccc3c21)N1CCN(c2ccccn2)CC1	-2%	0%	-5%	u	-4%	0%	11%	i
CCO[C@H]1OC(C(=O)N2CCCCCCC2)=C[C@@H](c2csc3ccccc23)[C@@H]1CCCO	1%	x	x	3%	1%	-6%	1%	-16%
COCCNC(=O)COC(=O)C1=Cc2ccccc2OC1	-1%	u	x	u	u	-3%	7%	16%
NCCCSC1=NCCCN1	2%	-15%	x	6%	-7%	-8%	-3%	-1%
Clc1ccccc1OCc1nnc2n1CCCCC2	-1%	x	x	0%	x	-1%	3%	-11%
CSc1ncnc2c1ncn2C1OC(CO)C(O)C1O (stereo not given)	2%	u	-53%[inhibitor]	13%	6%	3%	8%	-11%
CCC(=O)NNc1nc2c(F)cc(F)cc2s1	1%	x	7%	-3%	8%	-7%	1%	11%
NCCCCCc1nnc(SCc2ccccc2Cl)o1	2%	7%	15%	3%	9%	1%	0%	i
Cc1ccc(NC(=O)COC(=O)CNC(=O)c2ccco2)cc1	-1%	24%[46 µM]	-8%	4%	11%	3%	8%	-4%
CN1CCc2nc(NC(=O)COc3ccc(C#N)cc3)sc2C1	1%	7%[46 µM]	-2%	u	8%	6%	8%	i
O=C1NC[C@H](Cc2ccccc2)N(CCc2cccc(F)c2)C1=O	-2%	x	x	2%	x	1%	-3%	i
COCCN(C(=O)Nc1ccccc1)c1ccccc1	-1%	-2%	-8%	-9%	8%	5%	6%	-12%
COc1ccc(CCC(=O)N2CC(C)OC(C)C2)cc1 (stereo not given)	1%	-11%	13%	u	-7%	-18%	-4%	-2%
CCNc1nc(CN2CCCCC2)nc2scc(-c3ccccc3)c12	-2%	u	-56%[inhibitor]	-2%	4%	-2%	14%	-2%
CSc1nc(N)c2ncn([C@H]3O[C@H](COP(=O)(O)OP(=O)(O)O)[C@@H](O)[C@@H]3O)c2n1	-1%	x	x	6%	7%	-7%	7%	-4%
C#CCOCCOCCOCCNc1nc(N2CCN(C(=O)[C@H](CCC(=O)O)n3cc(C(N)CC(C)C)nn3)CC2)nc(N2CCN(C(=O)[C@H](Cc3cc4ccccc4[nH]3)n3cc(C(N)[C@H](C)CC)nn3)CC2)n1 (stereo not given in full)	-2%	x	x	-21%	-6%	-9%	1%	4%
C=CCn1c(N)c(C(=O)Nc2ccc(C)cc2)sc1=S	0%	15%	20%	-1%	10%	6%	3%	-1%
CCN(C(=O)CSc1nc2ccccc2n1CC)C1CCS(=O)(=O)C1 (stereo not given)	0%	x	-7%	4%	6%	-4%	-8%	i
COC(=O)c1ccc(Cl)cc1N(Cc1c(F)cccc1Cl)S(C)(=O)=O	2%	17%[46 µM]	x	-1%	8%	-6%	0%	-10%
Cc1ccc2nc(C(F)C(F)(F)F)[nH]c2c1 (stereo not given)	-2%	-8%[46 µM]	x	u	-6%	3%	9%	11%
O=C(Nc1ccccc1)Oc1ccc[nH]c1=O	1%	x	x	22µM*	x	5%	2%	-5%
O=c1c2ccccc2ncn1-c1ccc(Cl)c(Cl)c1	-1%	-1%	u	1%	15%	5%	15%	1%
O=C(COC(=O)c1ccc(O)cc1)Nc1ncc(Cl)cc1Cl	0%	u	12%	-11%	28µM*	8%	13%	i
CCN(CC)S(=O)(=O)c1ccc(-c2nnc(SCC(=O)Nc3nnc(C)s3)n2CC)cc1	-1%	5%	-18%	4%	u	-3%	11%	i
Cc1ccc(OC(C)c2nnc(N)s2)cc1Cl (stereo not given)	-1%	u	-107%[inhibitor]	4%	-6%	-7%	0%	-12%
CCCCCC(=O)NC(NC(=S)Nc1ccc(S(N)(=O)=O)cc1)C(Cl)(Cl)Cl (stereo not given)	-2%	2%	-3%	-7%	5%	0%	3%	i
COC(=O)c1c(C)oc(C)c1S(=O)(=O)N(C)C1CCCCC1	-2%	x	x	-6%	4%	-3%	8%	-25%
Clc1ccc(Cc2noc(CN3CCN(c4ccccc4)CC3)n2)c(Cl)c1	1%	u	-40%[inhibitor]	0%	-9%	-5%	-2%	-8%
Cn1c(CCc2nc3ccccc3[nH]2)nnc1SCC#N	-2%	13%[46 µM]	x	u	u	-3%	11%	i
COc1ccccc1NC(=O)Nc1cnccn1	-6%	17%[46 µM]	14%	u	1%	-3%	2%	-3%
O=C1SCC(c2ccccc2)=NN1Cc1ccccc1	-7%	u	-10%	-17%	u	-3%	-1%	-8%
Cc1cc(C)c(S(=O)(=O)Nc2ccc3c4c(cccc24)CC3)c(C)c1	8%	u	-20%	-11%	u	-12%	48%[activator]	-27%
COc1ccc(S(=O)(=O)N2CCOCC2)cc1NC(=O)CSc1nnc2c(n1)[nH]c1ccccc12	-4%	x	x	7%	x	5%	12%	i
CCN(C(=O)c1ccnn1C)c1ccccc1	-7%	-6%	7%	2%	6%	4%	10%	-5%
CCOc1cc(N(CC)CC)ccc1/C=C(/C#N)c1nc2ccccc2[nH]1	-4%	u	-47%[inhibitor]	11%	-12%	-8%	42%[activator]	-8%

Screening results: PubChem, National Center for Advancing Translational Sciences (NCATS)

An excerpt; rates above refer to the full screens.
